Compound activity: PubChem BioAssay, National Center for Advancing Translational Sciences (NCATS)
NPSR antag: neuropeptide S receptor (human) antagonism, cAMP. 220,000 compounds, 1% hits. Q6W5P4. Potency, µM (top dose mostly 38.3 µM), without a hit: at the top dose activity change, negative = inhibition, most hits filed as inhibitors. CHO-NPSR cells, cAMP TR-FRET, antagonist mode; further: potency means the concentration at half of the fitted maximal effect; on the % scale 0 is the no-effect control and ±100 the full control effect; nearly all actives have a fitted effect of over 50% in size; many of its hits are not listed in these tables
Target sequence (Q6W5P4 whole entry, looked up): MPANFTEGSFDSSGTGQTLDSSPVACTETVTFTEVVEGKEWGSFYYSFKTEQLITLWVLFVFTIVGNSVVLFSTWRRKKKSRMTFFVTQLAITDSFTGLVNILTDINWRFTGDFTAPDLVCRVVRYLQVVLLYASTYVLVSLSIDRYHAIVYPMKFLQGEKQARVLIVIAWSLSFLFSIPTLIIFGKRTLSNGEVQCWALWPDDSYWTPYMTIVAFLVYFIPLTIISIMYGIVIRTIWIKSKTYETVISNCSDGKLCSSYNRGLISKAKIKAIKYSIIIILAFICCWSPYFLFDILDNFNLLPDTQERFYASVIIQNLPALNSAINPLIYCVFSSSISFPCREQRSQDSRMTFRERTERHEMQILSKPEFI
LMNA splice mod: changes lamin A minigene splicing in HeLa cells; Potency, µM (doses to about 46.1 µM), for inactives: at the top dose ratio change, negative = inhibition, hits mostly inhibitors; AID 1487; HeLa LMNA splicing GFP/RFP minigene ratio, 48 h; 200,000 compounds, 0.01% hits; active means well fitted inhibition curve with a large enough effect in the signal ratio, with a control signal flat, not every such curve was filed as active; inconclusive means small, poorly fitted or top-dose-only effect, or effect the other way, or a change in a side signal; the % refers to the signal ratio; further: potency means the concentration at half of the fitted maximal effect; on the % scale 0 is the no-effect control and ±100 the full control effect
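S3 HeLa stable clones carrying a lamin A-EGFP splicing minigene plus DsRed2 were seeded at 600 cells/well in Opti-MEM with 2% FBS, pin-dosed and incubated 48 h at 37°C. Acumen cytometry (488 nm) gave the GFP/RFP total-intensity ratio.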
IMPase Li cell: cell-permeable IMPase inhibitors with lithium potentiation; 210,000 compounds, 0.35% hits; Potency, µM (series often up to 59.4 µM), for the others: at the highest dose activity, negative = IMPase inhibition, usual class: inhibitors; CHO-M1 cells, IP1 TR-FRET (IP-One), carbachol + lithium;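 further: IP1 builds up when IMPase is blocked and the TR-FRET signal falls; potency means the concentration at half of the fitted maximal effect; plate controls were basal vehicle for no effect and high inhibitor control for full effect; nearly all actives have a fitted effect of over 50% in size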
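Lithium-sensitised IP1 accumulation assay; M1-expressing CHO cells treated 30 min at 37C with compound. Competitive antibody detection by time-resolved FRET followed a 10 min room-temperature lysis step.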
Epigenetic reg: regulators of epigenetic silencing causing reporter derepression in mouse cells; murine LDR cells, GFP reporter derepression, 30 h; 280,000 compounds, 0.2% hits; Potency, µM (doses to about 53.9 µM), without a hit: at the top dose GFP activation, actives largely listed as activators; further: potency means the concentration at half of the fitted maximal effect; % of control where 0% means no effect; nearly all actives have a fitted effect of over 60% in size
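Murine LDR cells bearing a silenced CMV-driven GFP reporter were exposed to compound for 30 h at 37 C. After PBS washes, GFP-positive cells (20-120 um objects) counted by laser-scanning microplate cytometry.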
CBFb RUNX1 block: inhibitors of human CBF-beta and RUNX1 interaction. Potency, µM (highest dose often 59.8 µM), inactives show top-dose activity, negative = inhibition, usual class: inhibitors. 230,000 tested, under 10 active. AID 1477. AlphaScreen CBFb-His/RUNX1-biotin binding, biochemical; further: % of control where 0% means no effect
Target sequence (Q01196 whole entry, looked up): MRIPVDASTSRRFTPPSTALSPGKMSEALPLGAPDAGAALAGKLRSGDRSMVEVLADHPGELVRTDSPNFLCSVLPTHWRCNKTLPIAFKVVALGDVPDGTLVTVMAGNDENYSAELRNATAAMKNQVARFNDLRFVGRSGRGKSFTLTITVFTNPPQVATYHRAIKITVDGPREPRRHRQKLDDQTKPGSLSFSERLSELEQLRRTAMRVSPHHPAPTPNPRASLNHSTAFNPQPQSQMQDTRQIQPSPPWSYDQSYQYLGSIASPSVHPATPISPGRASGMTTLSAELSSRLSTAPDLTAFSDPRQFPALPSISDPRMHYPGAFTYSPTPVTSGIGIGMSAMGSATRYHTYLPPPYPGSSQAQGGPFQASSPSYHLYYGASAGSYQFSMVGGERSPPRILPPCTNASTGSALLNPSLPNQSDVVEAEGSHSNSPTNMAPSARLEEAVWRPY
Target sequence (Q13951 whole entry, looked up): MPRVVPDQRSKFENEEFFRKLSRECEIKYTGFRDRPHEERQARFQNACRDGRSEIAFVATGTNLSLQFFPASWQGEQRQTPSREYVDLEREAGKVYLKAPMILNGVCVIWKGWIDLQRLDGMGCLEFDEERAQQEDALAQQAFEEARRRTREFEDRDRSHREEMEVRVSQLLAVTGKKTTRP
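Room-temperature protein-protein interaction test with 30 nM each of His-tagged CBF-beta and biotinylated RUNX1, 15 min with compound, then 90 min with nickel plus streptavidin beads. Signal read in AlphaScreen mode.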
KinaseGlo FLuc: Kinase-Glo luciferase inhibition (counter-screen); Q27757; Potency, µM (titrated, usually from 38.3 µM), without a hit: at the top dose activity change, negative = inhibition, usual class: inhibitors; AID 1379; 200,000 compounds, 0.28% hits; Kinase-Glo luciferase, ATP luminescence, 8 min; further: potency means the concentration at half of the fitted maximal effect; on the % scale 0 is the no-effect control and ±100 the full control effect; nearly all actives have a fitted effect of over 60% in size
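Kinase-Glo luciferase light output from ATP and luciferin was measured with 10 uM ATP, within the enzyme's linear range. Buffer: 50 mM imidazole pH 7.2, 50 mM KCl, 7 mM MgCl2, 0.01% Tween 20, 0.05% BSA; luminescence read after 8 min at ambient temperature.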
aGal spleen mod: alpha-galactosidase A (human) modulation; P06280; human spleen homogenate, 4MU-alpha-Gal fluorescence, 40 min; Potency, µM (series often up to 80 µM), inactives show at the highest dose activity change, negative = inhibition, hits mostly inhibitors; 240,000 compounds, 0.008% hits;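 further: potency means the concentration at half of the fitted maximal effect; 0% = enzyme with vehicle and -100% = no enzyme basal signal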
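Human spleen homogenate (1 ug) as enzyme source, 4-methylumbelliferyl-alpha-D-galactopyranoside 1 mM final, citrate/phosphate pH 5.0 with 0.01% Tween-20. Compounds 40 min at 37C, NaOH/glycine stop; fluorescence Ex 365/Em 440, Hill-fit AC50.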
Active calls of the source: *; ? = inconclusive; · = no result given; [ ] = dose if it differs, or a comment. Unless noted, the call rests on the fitted dose curve; in most records, active means well fitted curve in the direction sought with a large enough effect; inconclusive means small, poorly fitted or top-dose-only effect, or another doubt; inactive means no such curve, though single readings can be large; an effect the other way counts as inactive or inconclusive. An excerpt; rates above refer to the full screens.

SMILES	NPSR antag	LMNA splice mod	IMPase Li cell	Epigenetic reg	CBFb RUNX1 block	KinaseGlo FLuc	aGal spleen mod
COC(=O)c1nn(-c2ccccc2)c(Cl)c1/C=N/O	8%	-11%[46 µM]	-1%	-0.8%[10.1 µM]	2%	3%	8%
C#CCN(C(=O)Nc1ccccc1)c1ccccc1	11%	4%	-5%	-3.8%	0%	3%	1%
O=C(NCCCN1CCOCC1)/C(=C/c1cccnc1)NC(=O)c1ccccc1	15%	7%[46 µM]	-1%	-1.8%	-4%	-1%	-4%
CCOc1ccc(C2C(C#N)=C(N)Oc3nc[nH]c(=O)c32)cc1OC (configuration not stated)	-18%[46.1 µM]	4%	8%[38.3 µM]	-0.1%	10%	5%	-6%
O=C1CCCc2c1cc(C(=O)NC1CCSC1=O)c(=O)n2-c1ccccc1 (configuration not stated)	-18%[46.1 µM]	0%	-15%[38.3 µM]	-1.2%	0%	2%	4%
Cc1ccc(-c2cc(C(=O)n3cnc4ccccc43)c3ccccc3n2)cc1C	-10%[46.1 µM]	13%	-6%[38.3 µM]	1.1%	8%	-4%	3%
COc1ccc(OC)c(N(CC(=O)N2CCc3ccccc3C2)S(C)(=O)=O)c1	-8%[46.1 µM]	2%	4%[38.3 µM]	0.0%	0%	1%	18%
Cc1nn(CCC#N)c(NC(=O)c2ccccc2)c1P(=O)(Nc1ccc(Br)cc1)N1CCOCC1 (configuration not stated)	-22%	?	-13%	2.5%	-4%	0%	6%
O=C(CCC1CCCN(C(=O)Cn2cnnn2)C1)NCc1ccc(F)c(F)c1 (configuration not stated)	-6%	·	·	1.5%	1%	·	5%
CCOc1ccc(C(=O)Nc2ccc(Cc3ccncc3)cc2)cc1Br	-11%	·	6%	2.4%	-4%	1%	-26%
COc1cccc(-c2nc(N(C)C)c3ccccc3n2)c1	·	?	6%	·	·	·	-3%
CCN(CC(=O)Nc1ccc(Cl)c(C(F)(F)F)c1)CC(=O)NC1CCS(=O)(=O)C1 (configuration not stated)	13%	11%[46 µM]	7%	0.0%	3%	-3%	29%
O=C(NC1CCCCC1)C1CCCN(S(=O)(=O)c2cnc[nH]2)C1 (configuration not stated)	-7%[46.1 µM]	0%	-8%[38.3 µM]	-1.0%	-8%	-2%	18%
COC(=O)CN1C(=O)C2(C(C#N)=C(N)Oc3cc(C)oc(=O)c32)c2ccccc21 (configuration not stated)	-12%[46.1 µM]	3%	-19%[38.3 µM]	-2.0%	-4%	1%	-2%
Cc1ccc2nc(/C(C#N)=C\c3ccc(OC(=O)c4cccs4)cc3)[nH]c2c1	-17%[46.1 µM]	?	-13%[38.3 µM]	5.1%	7%	-1%	12%
COc1ccc(N(Cc2cc3cc(OC)ccc3[nH]c2=O)C(=O)c2cccnc2)cc1	-7%[46.1 µM]	-7%	·	-8.1%	3%	·	7%
O=C(O)CCSc1nnc(-c2ccncc2)n1-c1ccccc1	-13%[46.1 µM]	-14%	0%	-0.9%	4%	8%	-2%
O=C(O)CCc1nn2cc(-c3ccccc3)nc2[nH]c1=O	9%[46.1 µM]	-3%	-15%	1.0%	1%	3%	6%
Cc1cc(=O)oc2c1c(C)nn2-c1ccc(Br)cc1	28%	-13%[46 µM]	12%	0.0%	2%	-4%	4%
CN(C)/C=C1\SC(=S)N(N2C(=O)C3C4C=CC(C4)C3C2=O)C1=O (configuration not stated)	11%	5%[46 µM]	8%	1.3%	6%	2%	-4%
c1cncc(-c2nnc(-c3cccnc3)nn2)c1	-17%[7.67 µM]	?	-3%[38.3 µM]	0.8%	2%	-10%	4%
COc1ccccc1/C=C/C=N/NC(=O)CN1CCN(S(=O)(=O)c2ccc(C)cc2)CC1	-6%	?	-1%	-1.0%	-9%	1%	6%
Cc1c(NC(=O)c2cccc(NC(=O)c3ccco3)c2)cccc1C(=O)O	-15%[46.1 µM]	7%	23%[38.3 µM]	-0.2%	3%	0%	-5%
COc1ccc(CCNC(=O)/C=C/C(=O)O)cc1OC	17%	7%[46 µM]	-5%	-0.8%[10.1 µM]	-1%	-1%	1%
Cc1ccccc1C(=O)Nc1ccc(C(=O)N/N=C/c2ccc(O)c(Br)c2)cc1	-32%	?	7%	-3.1%	-8%	3%	8%

The list goes on, starting with the last 5 of the part before.
SMILES	NPSR antag	LMNA splice mod	IMPase Li cell	Epigenetic reg	CBFb RUNX1 block	KinaseGlo FLuc	aGal spleen mod
c1cncc(-c2nnc(-c3cccnc3)nn2)c1	-17%[7.67 µM]	?	-3%[38.3 µM]	0.8%	2%	-10%	4%
COc1ccccc1/C=C/C=N/NC(=O)CN1CCN(S(=O)(=O)c2ccc(C)cc2)CC1	-6%	?	-1%	-1.0%	-9%	1%	6%
Cc1c(NC(=O)c2cccc(NC(=O)c3ccco3)c2)cccc1C(=O)O	-15%[46.1 µM]	7%	23%[38.3 µM]	-0.2%	3%	0%	-5%
COc1ccc(CCNC(=O)/C=C/C(=O)O)cc1OC	17%	7%[46 µM]	-5%	-0.8%[10.1 µM]	-1%	-1%	1%
Cc1ccccc1C(=O)Nc1ccc(C(=O)N/N=C/c2ccc(O)c(Br)c2)cc1	-32%	?	7%	-3.1%	-8%	3%	8%
O=C1N(Cc2cccnc2)C[C@@H]2C[C@@H](c3ccccc3C#Cc3ccccc3)N3CCC[C@@]123	44%	·	9%	0.5%	-14%	2%	-3%
c1ccc2sc(-c3ccncc3)nc2c1	-13%	·	·	3.8%	1%	·	7%
COc1ccc(NC(=O)N2CCC(c3ccccc3)C2)c(OC)c1 (configuration not stated)	2%[46.1 µM]	-2%	-17%[38.3 µM]	0.7%	-4%	-4%	4%
CO[C@@H]1COC(=O)[C@H](C)NC(=O)C/C=C\[C@@H](C)[C@H](OC)COC(=O)[C@H](C)NC(=O)C/C=C\[C@H]1C	·	·	·	0.0%[10.1 µM]	5%[13.1 µM]	·	-7%[17.5 µM]
CC1(C)CC(=O)c2cc(C(=O)O)c(=O)n(-c3ccccc3)c2C1	-16%[46.1 µM]	-2%	8%[38.3 µM]	-2.5%	2%	-3%	3%
O=C(CCSc1nccn1Cc1ccccc1)N1CCOCC1	-12%[46.1 µM]	-9%	56%[activator][38.3 µM]	4.8%	3%	-1%	2%
Cc1ccc(S(=O)(=O)N2CCC[C@H]2C(=O)OC(C)C(=O)Nc2ncc(Cl)cc2Cl)cc1 (some centres not stated)	-15%[46.1 µM]	7%	10%[38.3 µM]	-1.2%	-4%	-1%	8%
Cc1cc(C)nc(N2CCC(C(=O)O)CC2)n1	?	-3%	10%[38.3 µM]	-0.9%	2%	-3%	8%
Cc1ccc(CN2CCN(/N=C/c3sccc3C)CC2)c(C)c1	-11%	?	1%	-1.8%	-8%	-3%	-2%
COc1cccc(/C=N/n2nnnc2N)c1	-13%	·	·	1.1%	8%	·	-8%
COc1nc(-c2cccc([N+](=O)[O-])c2)nc2ccccc12	-2%	·	·	-1.9%	6%	·	4%
COc1ccc(N2CCN(C(=O)CSc3nnc(COc4cccc5cccnc45)o3)CC2)cc1	-17%[46.1 µM]	?	6%[38.3 µM]	-2.2%	-7%	-4%	-9%
CNc1ccn(C2CCCO2)c(=O)n1 (configuration not stated)	13%	·	·	-1.1%	9%	·	-1%
O=C(NC(=O)c1cccc(F)c1)Nc1nc(-c2ccc(F)cc2)cc(C(F)(F)F)n1	-24%	16%[9.22 µM]	?	1.3%	7%	0%	10%
NC(Cc1ccc(Oc2ccc(O)cc2)cc1)C(=O)O (configuration not stated)	1%	-4%	4%	0.2%	7%	-2%	1%
OCCCc1n[nH]c(=S)n1-c1ccccc1	2%	2%[46 µM]	-1%	-0.1%	5%	-3%	9%
COc1ccc(SCCc2ccncc2)cc1	-5%	·	3%	-1.1%	7%	-2%	1%
COc1ccccc1CNC(=O)c1cccc(N(C)C)c1	-15%[46.1 µM]	-7%	30%[38.3 µM]	1.8%	-8%	-1%	-5%
CC(CCc1ccccc1)NC(=O)C1CCCN(c2nnc(-n3cccc3)s2)C1 (configuration not stated)	-21%[46.1 µM]	-7%	7%	0.0%	-4%	2%	2%
Cc1cc2oc(=O)cc(C)c2cc1NC(=O)CCl	2%	·	·	-3.2%	5%	·	3%
Cc1ccc(S(=O)(=O)N2CCOCC2)cc1C(=O)N(C)CCOc1ccc(Cl)cc1	-21%	·	·	-1.8%	3%	·	1%
Cc1oc(-c2ccccc2)nc1C(=O)OCC(=O)NC(=O)NCC(C)C	-2%[46.1 µM]	8%	4%[38.3 µM]	-0.7%	7%	-11%	-7%
Cc1ccc(NC(=O)CN(C)C(=O)c2ccc(C(F)(F)F)cc2)cc1	7%	6%	-11%	-1.0%	-1%	0%	3%
Cc1cc(NC(=O)c2cncc(Br)c2)no1	-6%[46.1 µM]	6%	-6%[38.3 µM]	0.9%	2%	-1%	-3%
CCOc1ccc(OCC)c(NC(=O)CCn2cccc2)c1	-3%[46.1 µM]	?	0%[38.3 µM]	-0.3%	-22%	-1%	-1%

New compounds follow:
SMILES	NPSR antag	LMNA splice mod	IMPase Li cell	Epigenetic reg	CBFb RUNX1 block	KinaseGlo FLuc	aGal spleen mod
Nc1ncnc(N(c2ccccc2)C2CCCCC2)c1[N+](=O)[O-]	-10%[46.1 µM]	8%	10%[38.3 µM]	5.5%	0%	-5%	10%
O=C(Nc1nc(-c2cc(Cl)sc2Cl)cs1)c1cccs1	-16%[46.1 µM]	-3%	34%[activator][38.3 µM]	0.0%	6%	0%	7%
CCOc1cc(CNCc2cccs2)cc(Br)c1OCC	?	0%	10%[38.3 µM]	-0.9%	3%	-2%	3%
CCNC(=S)N1CCN(c2cccc(C(F)(F)F)c2)CC1	4%	?	-1%	-0.8%	-1%	2%	-6%
COc1ccc(Cc2nnc(SCC(=O)Nc3ncc(C)s3)o2)cc1	-11%[46.1 µM]	-8%	30%[38.3 µM]	0.0%	6%	2%	0%
CCOC(=O)N1CCN(C(=O)CN2C(=O)COc3ccc(C)cc32)CC1	-16%[46.1 µM]	-25%	13%[38.3 µM]	3.9%	5%	-1%	-6%
CN(CC(=O)N1CC(=O)N(CCc2ccccc2)C(=O)C1)S(=O)(=O)c1cccc2nsnc12	-9%[46.1 µM]	3%	4%[38.3 µM]	4.0%	3%	3%	5%
